M1 ag – human M1 muscarinic receptor agonism | 0.33% of 360,000 active | P11229 | CHO-K1 hM1, Fluo-8 calcium fluorescence, agonist mode; 0% DMSO, 100% acetylcholine EC100 | activation, % at 3 µM;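 active = activation above the run's mean compound activation plus 3 SD, cut at about 16% in these data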;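 also: peak over basal fluorescence ratio within a 140 s kinetic read after compound addition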
Target sequence (P11229 whole entry, looked up): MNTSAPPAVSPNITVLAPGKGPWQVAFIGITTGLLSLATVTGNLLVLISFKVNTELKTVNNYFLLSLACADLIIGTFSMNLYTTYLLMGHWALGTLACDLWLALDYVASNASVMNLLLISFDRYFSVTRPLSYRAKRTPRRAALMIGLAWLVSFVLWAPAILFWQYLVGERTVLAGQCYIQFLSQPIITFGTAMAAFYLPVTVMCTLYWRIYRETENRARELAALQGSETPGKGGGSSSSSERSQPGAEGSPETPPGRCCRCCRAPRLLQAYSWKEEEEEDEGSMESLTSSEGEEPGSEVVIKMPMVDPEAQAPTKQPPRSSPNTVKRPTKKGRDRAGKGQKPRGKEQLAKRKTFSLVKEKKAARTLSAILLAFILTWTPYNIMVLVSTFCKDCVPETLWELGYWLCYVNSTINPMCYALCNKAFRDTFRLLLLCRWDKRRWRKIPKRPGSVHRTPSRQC
CHRM4 agonist – CHRM4 agonism in calcium assay | 0.14% of 360,000 active | P08173 | AID 624127 | CHO-K1 hM4/Gqi5, Fluo-8 calcium fluorescence; vehicle 0%, full acetylcholine response 100% | activation, % at 3 µM;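 active = activation above the run mean over all test wells plus 3 SD, cut at about 32% in these data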;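 also: peak over basal fluorescence ratio per well then scaled between controls; 0% = DMSO wells and 100% = acetylcholine at EC100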
CHRM1 antagonist – antagonists of human M1 muscarinic receptor; P11229; CHO-K1 hM1, Fluo-8 calcium fluorescence, ACh EC80 antagonist; inhibition, % at 3 µM; 1.3% of 360,000 active; AID 588852;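 active = percent inhibition above its own plate's cutoff, namely the mean of that plate's compound wells plus 3 SD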;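 also: peak over basal fluorescence ratio during 140 s after agonist addition; 0% = ACh EC80 plus DMSO and 100% = DMSO alone without agonist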
M1 PAM – human CHRM1 positive allosteric modulation; 0.088% of 360,000 active; P11229; CHO-K1 hM1, Fluo-8 calcium fluorescence, ACh EC20; 0% = ACh EC20, 100% = maximal ACh; activation, % at 3 µM; AID 588819; in the data active = activation above about 19%, passing the limit was not always enough
M5 PAM – CHRM5 positive allosteric modulation; P08912; CHO-K1 hM5, Fluo-8 calcium, ACh EC20 PAM; 0% = ACh EC20, 100% = ACh EC100; activation, % at 3 µM; 0.3% of 360,000 active;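 active = activation above the run cutoff, the mean activation of all test compounds plus 3 SD, cut at about 18% in these data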
Target sequence (P08912 whole entry, looked up): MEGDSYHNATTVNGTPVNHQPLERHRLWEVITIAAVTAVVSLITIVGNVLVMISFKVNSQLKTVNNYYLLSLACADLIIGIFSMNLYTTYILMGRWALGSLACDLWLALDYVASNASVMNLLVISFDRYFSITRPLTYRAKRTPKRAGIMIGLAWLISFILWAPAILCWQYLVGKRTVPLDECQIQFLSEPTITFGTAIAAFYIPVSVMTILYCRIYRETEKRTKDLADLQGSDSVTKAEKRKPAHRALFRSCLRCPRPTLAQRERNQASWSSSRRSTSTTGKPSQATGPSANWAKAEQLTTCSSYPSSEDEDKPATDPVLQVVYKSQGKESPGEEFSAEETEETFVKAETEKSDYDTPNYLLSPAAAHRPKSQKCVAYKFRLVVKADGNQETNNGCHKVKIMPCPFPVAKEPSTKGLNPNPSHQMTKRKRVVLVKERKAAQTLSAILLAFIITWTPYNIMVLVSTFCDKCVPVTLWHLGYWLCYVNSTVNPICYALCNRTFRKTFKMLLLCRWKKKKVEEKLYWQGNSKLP
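Assay system – human M5 receptor in CHO-K1 cells · Read-out – % activation, ACh-normalized · Technique – Fluo-8 calcium fluorescence · Dosing – single-point, 3 µM nominal · Incubation – Fluo-8 loading 80 min at 37 °C plus 30 min room temperature · Repeats – singlicate, one well per test compound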
TAAR1 ag – human TAAR1 agonism; Q96RJ0; CHO RD-HGA16 TAAR1, Fluo-8 calcium fluorescence; vehicle wells 0%, saturating PEA agonist 100%; activation, % at 3 µM; 0.99% of 360,000 active; AID 624467;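 active = activation above the mean activation of all test compounds in the run plus 3 SD, cut at about 38% in these data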
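System: CHO-derived RD-HGA16 cells with stable Gα16 and human TAAR1 / Times: 17-24 h plating, Fluo-8 75 min 37 °C, 30 min RT / Technique: calcium-sensitive Fluo-8 signal, excitation 470-495, emission 515-575 nm / Measure: % activation relative to PEA EC100 response / Benchmarks: DMSO and PEA EC100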
CHRM4 antagonist – antagonists of human muscarinic M4 receptor (CHRM4). AID 624125. inhibition, % at 3 µM. P08173. CHO-hM4 cells, ACh EC80, Fluo-8 calcium fluorescence. 0.73% of 360,000 active;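 active = inhibition above its plate's cutoff, the mean inhibition of sample wells plus 3 SD, cut at about 27% in these data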;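 also: 0% = acetylcholine EC80 with DMSO and 100% = DMSO without agonist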
M5 antag – antagonists of human muscarinic M5 receptor (CHRM5) | P08912 | CHO-hM5 cells, Fluo-8 calcium fluorescence, ACh EC80 | inhibition, % at 3 µM | 0.59% of 360,000 active | AID 624040;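 active = inhibition above a per-plate cutoff, the mean of that plate's test compounds plus 3 SD, cut at about 27% in these data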;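 also: 0% = acetylcholine EC80 with DMSO and 100% = DMSO without agonist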
CHRM5 agonist – agonists of human muscarinic M5 receptor (CHRM5). 0.19% of 360,000 active. activation, % at 3 µM. CHO-K1 hM5 cells, Fluo-8 calcium fluorescence; 0% DMSO wells, 100% maximal acetylcholine response;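 active = activation above the run's mean over test compounds plus 3 SD, cut at about 23% in these data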;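 also: signal is peak over basal fluorescence ratio across the kinetic read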
* marks the source's active call; other numbers are inactive results; x = not tested or not shown. A portion of the library. The share of hits here may be higher or lower than overall.

Every second line gives: M1 ag, CHRM4 agonist, CHRM1 antagonist, M1 PAM, M5 PAM, TAAR1 ag, CHRM4 antagonist, M5 antag, CHRM5 agonist
1) Cc1cc(C)n(CC(=O)NNC(=O)COc2ccc(Cl)cc2Cl)n1
  -2, 0, 18, -11, -6, 5, 4, 6, 3
2) CCN(Cc1ccccc1)S(=O)(=O)c1ccc(S(=O)(=O)N2CCN(CCC#N)CC2)cc1
  -2, 2, -10, 11, 4, 0, -12, -4, 1
3) COc1ccc(C(=O)Nc2ccccc2C(=O)NC2CC2)c(OC)c1OC
  -1, 4, -11, 2, -5, 5, 9, 1, 2
4) COc1ccc(-c2[nH]ncc2CN2CCSCC2)c(OC)c1
  -5, 1, -2, 4, -1, 0, 0, 5, -3
5) CN(C)C(=O)C1OC(C)(C)OC1C(=O)N(C)C (stereo unspecified)
  -1, 1, 2, 0, -3, 5, 0, 4, 1
6) Cc1ccc(N=C2CSC(=O)N2)cc1
  -4, 0, -10, 6, 1, 5, -6, 8, 0
7) CC1=CC(C)(C)N(C(=O)CSc2nncn2C)c2ccccc21
  -4, 1, -19, 4, 1, 8, -10, -7, -1
8) C/C(=N\NC(N)=S)c1ccncc1
  -4, 0, -5, 4, 4, 4, 6, 7, 0
9) COc1cccc(/C=N/NC(=O)c2ccc(N(C)S(=O)(=O)c3ccccc3)cc2)c1OC
  1, 6, -9, 1, 4, 4, -1, -9, 2
10) O=C(NCc1ccccn1)C(=O)NN=C1CCCCCCC1
  -3, -1, -3, 10, 1, 2, -1, -2, -5
11) NC(=O)NC(CC(=O)NNC(=O)c1cccs1)c1ccc(Cl)cc1 (stereo unspecified)
  -1, 0, -18, 7, 10, 3, 5, 5, 1
12) COc1cc(NC(=O)C(C)Oc2ccccc2)c(C(=O)O)cc1OC (stereo unspecified)
  -3, -1, -8, 9, 2, 5, 6, 5, -1
13) CN(Cc1ccccc1)CC(O)COc1ccc(CNCc2cc3ccccc3s2)cc1 (stereo unspecified)
  -2, 18, 15, -21, -11, 8, 4, 1, -4
14) COc1ccc(CN2CCNC(=O)C2CC(=O)NCCCC2CCCC2)c(C)c1C (stereo unspecified)
  -3, 0, 12, -3, -8, 0, -5, 16, -4
15) NS(=O)(=O)c1ccc(NC(=O)CCC2CCCCC2)cc1
  -13, 1, -8, 6, 7, 3, 3, -5, -3
16) CCc1nc2ccc(C(=O)N3CCN(S(=O)(=O)CC)CC3)cn2c1N(C=O)Cc1ccc(OC)cc1
  -2, 0, -1, 4, 3, 2, -13, -8, 1
17) CN1CCC(=NNC(=O)C(=O)NC2CCCCC2)CC1
  -5, -1, 3, -3, 3, 9, -3, 0, -2
18) CCC(=O)c1cc(F)ccc1OCC(=O)N1CCN(c2ccc(F)cc2)CC1
  -3, 10, -6, 4, 1, 0, -13, 3, -2
19) O=C(NC1CCCC1)C(=O)c1c[nH]c2ccccc12
  -1, 2, -6, 5, 0, 1, -13, -5, 8
20) Nc1nc(SCc2ccc(Cl)cc2Cl)c2ncn(C3OC(CO)C(O)C3O)c2n1 (stereo unspecified)
  -2, 2, 4, 0, 3, 7, 0, 13, 3
21) O=C(CN1C(=O)NC2(CCc3ccccc32)C1=O)Nc1cccc(F)c1 (stereo unspecified)
  1, 4, -4, 9, -1, 5, -18, 0, 5
22) O=C(NC1CCN(C(=S)NCc2ccco2)CC1)c1ccc(F)cc1
  2, 4, 0, 4, -4, 3, 1, 1, 5
23) CC(=O)NC(CCS(C)(=O)=O)C(=O)Nc1ccc(C)c(F)c1 (stereo unspecified)
  -3, 1, -1, 4, 7, -1, -5, -5, 2
24) Cc1nn(-c2ccccn2)c2c1C(=O)C(Br)CC2 (stereo unspecified)
  -1, 2, -9, 11, 3, x, -2, 2, 2
25) CCCS(=O)(=O)N1CCN(CCCc2ccccc2)CC1
  -4, 1, -7, 4, -4, 12, -7, 8, -1
26) CC(C)CC(=O)N1CCN(Cc2ccccc2[N+](=O)[O-])CC1
  -12, 1, -14, 13, 1, 8, 3, 5, 0
27) CCOc1ccc(C(=O)Nc2ccc3c(c2)OCCO3)cc1
  -5, 2, -11, 7, -4, 1, 0, 0, -1
28) CCOc1ccc(CN2CCN(Cc3cc4ccccc4[nH]3)CC2CCO)cc1 (stereo unspecified)
  -3, 18, 2, -16, -7, 42*, 4, -5, 5
29) CCOC(=O)c1cccc(NC(=S)NC(=O)c2cccnc2)c1
  -2, 1, -18, 10, 5, 2, -13, 1, 1
30) Cc1ccc(/C=C2\C(=O)NC(=O)N2C)o1
  -2, 1, 0, 10, 0, 0, 4, 11, -3
31) O=C(Nc1ccc(Cl)cn1)c1ccc(-c2cc(Cl)ccc2Cl)o1
  -3, 1, -7, 5, 2, 0, -21, -10, -4
32) Cc1cc(NCCCN2CCOCC2)n2nc(C)c(-c3ccccc3)c2n1
  -5, -1, 14, -7, 6, 9, -3, -1, -5
33) COc1ccc(OC)c(NC(=O)c2sc3ncnc(N4CCN(c5ccccn5)CC4)c3c2C)c1
  -3, 1, -9, 6, 4, x, -22, -1, -2
34) COc1ccccc1/C=C/C=N/NC(=O)c1ccncc1
  -7, 3, -4, 8, -4, 0, -3, 6, -2
35) Cn1ccc2c(-c3cccnc3)cc3c(c21)C1CCC3C1 (stereo unspecified)
  -12, -3, -3, -8, -10, -1, -16, -2, -7
36) CC(C)N(c1ccccc1)c1ccc(NC(=O)CCl)cc1
  -3, 9, 14, -4, -14, 8, -15, 13, -4
37) Nc1ccc(N=Nc2ccccc2Cl)c(N)n1
  -4, 0, -3, 12, 1, 4, 9, 9, -4
38) COc1cccc(CNC(=O)COC(=O)c2nn(C)c(=O)c3ccccc23)c1
  -1, 6, -14, 8, 6, 8, -10, 6, 3
39) Cc1cc(C(=O)CSc2ccccc2)cc(C)c1O
  -7, 0, -5, -5, -3, 8, -11, 2, -8
40) COc1ccc(NC(=O)c2cc(F)cc(F)c2)cc1Cl
  -6, 1, -13, 7, -1, 7, 19, -5, -2
41) S=c1[nH]c2cnc(Cl)nc2[nH]1
  -1, 0, -22, 15, 10, 1, -11, -3, 3
42) Cn1c(CNc2nc(-c3ccccc3)cs2)nnc1SCC(=O)N1CCc2ccccc21
  -3, 1, -46, 4, -3, 3, 15, 1, -2
43) CCc1ccc([C@H]2[C@@H]3C(=O)C[C@@H]4C(=O)N(C)C(=O)[C@@H]4[C@@H]3CN2S(=O)(=O)c2ccc(C)cc2)cc1
  -8, 1, 3, 3, 5, 0, -9, -5, 2
44) Cc1ccc(CNS(=O)(=O)c2ccc(-n3cnnn3)c(C)c2)cc1
  2, 6, -10, 12, -7, 6, -5, 16, 1
45) Cc1cc(NC(=O)c2cc(-c3ccc(Br)cc3)on2)no1
  -3, 0, -1, 3, 4, 0, -2, -2, 1
46) O=C1/C(=C/c2ccco2)SC(=S)N1CCC(=O)N1CCCCC1CCO (stereo unspecified)
  1, 17, 24, -9, -10, 2, 15, 18, 1
47) Cc1csc(NC(=O)CCc2c(C)nc3cc(-c4ccc(Cl)cc4)nn3c2C)n1
  -5, 0, -5, 3, 0, 2, 0, 2, 0
48) CCc1cccc(OCC(=O)Nc2ccc(C)c(S(=O)(=O)N3CCCCCC3)c2)c1
  0, 7, 46*, -11, -22, 4, 15, 21, 3
49) Cc1ccc(C(C)NC(=O)c2ccc3c(c2)OCCO3)cc1C (stereo unspecified)
  -3, 1, -9, 3, 0, 3, 3, 6, 1
50) CCOC(=O)C1CCCN(C/C(O)=C(\C#N)c2nc(-c3ccc(Cl)cc3)cs2)C1 (stereo unspecified)
  25*, 2, 8, -10, -5, 7, -3, 7, 5
51) Cc1ccc(C)c(S(=O)(=O)Nc2ccc(C(=O)N3CCCCC3)cc2)c1
  -5, 4, 7, 4, 0, 6, -3, 6, -4
52) COc1ccc(CC(N)c2csc(Nc3ccc(S(C)(=O)=O)cc3)n2)cc1 (stereo unspecified)
  -3, 1, -2, -1, -1, 10, 8, -3, 1
53) COc1ccc(-c2nc3ccccc3c(=O)n2CCc2ccc(O)cc2)cc1
  -2, 15, 13, -8, -10, 9, 10, 20, -1
54) Cc1ccc(CN(Cc2cccnc2)C(=S)Nc2cccc(Cl)c2C)cc1
  -4, 0, 5, -2, -5, 2, 2, 5, -2
55) O=C(Cn1cnc2c(nnn2Cc2ccccc2F)c1=O)N1CCN(c2ccccc2)CC1
  -3, 2, -2, 3, 6, 7, -1, -9, -4
56) COc1cc(CNC(C)(C)CO)ccc1OCC(=O)NC(C)(C)C
  -4, 1, -8, 9, 2, 1, 1, 0, 0
57) Cc1ccnc(NC(=O)c2ccc(Cl)c(S(=O)(=O)N3CCCCC3)c2)c1
  -3, 9, 5, -5, -17, 3, 10, 6, -1
58) O=C(O)CSCC(=O)NC1CCCc2ccccc21 (stereo unspecified)
  -2, 0, -5, 5, 7, 3, 8, -1, 2
59) CC(C)C(OC(=O)c1nsc(Cl)c1Cl)C(=O)NCc1ccc2c(c1)OCO2 (stereo unspecified)
  -7, 0, -13, 21, 0, 6, -9, -1, -1
60) COC(=O)CSc1nc2ccccc2c(=O)n1Cc1ccccc1
  -7, -1, -8, 2, -5, 4, -5, -1, -7

The list continues.
Every second line gives: M1 ag, CHRM4 agonist, CHRM1 antagonist, M1 PAM, M5 PAM, TAAR1 ag, CHRM4 antagonist, M5 antag, CHRM5 agonist
61) O=C([C@H]1O[C@@H](n2ccc(=O)[nH]c2=O)[C@H](O)[C@@H]1O)N(CCC1=CCCCC1)CC1CC1
  -4, 2, -6, 9, -2, 1, -12, -6, 3
62) COc1ccc(-n2ncc(C(C)NS(=O)(=O)c3cc(F)ccc3C)c2C)cc1 (stereo unspecified)
  -3, 2, -7, 2, -2, 3, 5, 14, -5
63) O=C(CNS(=O)(=O)c1ccc(Br)cc1Cl)OCC(=O)c1ccc[nH]1
  -5, 5, -4, 4, -2, 1, 3, 6, -1
64) O=[N+]([O-])c1cc(Br)c2nsnc2c1N1CCOCC1
  -4, 0, -5, 0, 2, 3, 0, 0, 0

Screens deposited in PubChem BioAssay by The Scripps Research Institute Molecular Screening Center.
